LYPLA2 inh: blocks human lysophospholipase 2, a PME1 counter-screen; O95372; recombinant LYPLA2, FP-Rh probe fluorescence polarization; inhibition, % at 5.9 µM; 320,000 compounds, 0.38% hits; AID 2177;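 active means inhibition above the screen-wide mean plus 3 SD, limit set per campaign, cut at about 26% in these data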;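 further: 0% = LYPLA2 with DMSO and 100% = wells lacking LYPLA2 enzyme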
Target sequence (O95372 whole entry, looked up): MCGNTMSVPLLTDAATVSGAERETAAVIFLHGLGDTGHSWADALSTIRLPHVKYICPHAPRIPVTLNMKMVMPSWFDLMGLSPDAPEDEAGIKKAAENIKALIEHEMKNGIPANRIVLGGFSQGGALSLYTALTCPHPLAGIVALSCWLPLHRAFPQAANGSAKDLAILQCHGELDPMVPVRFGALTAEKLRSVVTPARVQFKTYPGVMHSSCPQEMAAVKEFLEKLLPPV
CTSL1 counter: counter-screen for PFM18AAP inhibitors: inhibitors of F. hepatica cathepsin L1 | recombinant F. hepatica cathepsin L1, Z-Leu-Arg-MCA fluorescence | inhibition, % at 5.96 µM | 300,000 compounds, 0.49% hits;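 active means inhibition above the mean of all tested compounds plus 3 SD, set per screening campaign, cut at about 17% in these data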;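 further: 0% = plate median of test compound wells and 100% = 1 µM Z-Phe-Ala-diazomethylketone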
PP5 primary: blocks human protein phosphatase 5 activity | P53041 | purified PP5c, OMFP substrate fluorescence | inhibition, % at 6.7 µM | 320,000 compounds, 0.18% hits | AID 1987;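 active means inhibition above the campaign's mean inhibition across all tested compounds plus 3 SD, cut at about 9.5% in these data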;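 further: 0% = DMSO only and 100% = 100 µM cantharidin control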
HCV core dimer: blocks dimerization of HCV core protein. TR-FRET GST/Flag-core106 dimerization, 1536-well. inhibition, % at 5 µM. 300,000 compounds, 0.33% hits;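 active means inhibition above the mean of all tested compounds plus 3 SD, set per screening campaign, cut at about 45% in these data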
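Material: Tagged HCV core106 pair (GST and Flag) | Amount: GST-core106 13.5 nM, Flag-core106 17 nM | Medium: KF-containing HEPES buffer, pH 7.45, DTT, CHAPS, BSA | Reagent: Eu donor and XL665 acceptor anti-tag antibodies | Schedule: 4 h at 22.5 °C | Technique: Time-resolved FRET, ex 340 nm, em 617 and 671 nm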
Efflux pump inh: inhibitors of Candida antifungal efflux pumps expressed in yeast. S. cerevisiae Candida pump triplex, Nile Red efflux. inhibition, % at 10 µM. 330,000 compounds, 0.44% hits;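 active means plate passing quality check with inhibition over a set limit, or well fluorescence over plate mean plus 4 SD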;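 further: Nile Red retained in pooled yeast measured as flow cytometry median fluorescence; 0% = buffer negative control and 100% = Enniatin B positive control; higher means more Nile Red kept so more efflux inhibition; some compounds called inactive have numbers as strong as hits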
PP1 inh: blocks human PP1-alpha phosphatase, a PP5 counter-screen; P62136; purified PP1alpha, OMFP fluorescence; inhibition, % at 6.7 µM; 320,000 compounds, 0.9% hits;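 active means inhibition above the mean inhibition of all tested compounds plus 3 SD, computed separately for each screening campaign, cut at about 15% in these data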
Target sequence (P62136 whole entry, looked up): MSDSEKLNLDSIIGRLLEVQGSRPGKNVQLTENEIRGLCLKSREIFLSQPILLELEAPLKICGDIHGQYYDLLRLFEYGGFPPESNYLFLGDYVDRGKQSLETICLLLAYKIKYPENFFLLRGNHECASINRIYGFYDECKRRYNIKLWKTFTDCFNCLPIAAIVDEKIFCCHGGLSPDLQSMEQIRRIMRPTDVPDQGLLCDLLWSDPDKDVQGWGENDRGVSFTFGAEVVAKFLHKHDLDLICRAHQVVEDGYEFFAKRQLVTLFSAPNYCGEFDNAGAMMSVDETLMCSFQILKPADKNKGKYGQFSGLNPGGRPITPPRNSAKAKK
PREPL inhibitor: inhibitors of human prolyl oligopeptidase-like enzyme PREPL; Q4J6C6; recombinant PREPL, fluorescence polarization activity-based probe; inhibition, % at 5.96 µM; 320,000 compounds, 0.68% hits; AID 2751; in the data active means inhibition above about 43%;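 further: 0% = enzyme with DMSO and 100% = wells lacking enzyme; many of its hits are not listed in these tables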
GASC-1 inh: blocks human GASC-1 demethylase activity; Q9H3R0; 330,000 compounds, 0.069% hits; AID 2099; inhibition, % at 2.35 µM; GST-JMJD2C(1-420) H3K9me3 demethylation, DELFIA europium;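 active means more than half of a compound's replicate wells show inhibition beyond 50%, single wells judged on their own value; inconclusive means some, but no more than half, of replicates pass 50% inhibition; inactive means no replicate passes 50% inhibition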;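 further: signal counts dimethyl H3K9 product captured on neutravidin plate; 0% = median of DMSO wells and 100% = 0.3 times that DMSO median; strong numbers were not always called active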
TPT1 inhibitor: C. albicans TPT1 enzyme inhibition | 300,000 compounds, 0.81% hits | AID 1962 | recombinant caTPT1, FP RNA substrate dephosphorylation | inhibition, % at 5 µM;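 active means inhibition above the mean of all tested compounds plus 3 SD, set per screening campaign, cut at about 24% in these data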;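 further: plate controls were DMSO alone for no effect and ferristatin control at 100 nM for full effect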
Starred values were filed as active, the others as inactive; i = inactive; ? = inconclusive; nt = no result given.

Value order – LYPLA2 inh, CTSL1 counter, PP5 primary, HCV core dimer, Efflux pump inh, PP1 inh, PREPL inhibitor, GASC-1 inh, TPT1 inhibitor
- Cc1cccc(-c2nc(CS(=O)CC(=O)N3CCCCC3)c(C)o2)c1 (stereo not given)
 : -2, -8, 3.8, -3, 0.1, 1, 1, -3, -1
- CC1(C)CC(=O)C(Sc2ccccc2)=C(O)C1
 : 3, -1, -1.5, -2, 0.0, -1, 1, ?, -5
- O=C(Nc1nc(-c2cccnc2)cs1)c1ccccc1[N+](=O)[O-]
 : -5, -1, -1.9, -1, 0.1, 4, -13, 3, 2
- O=C(NCCc1csc(-c2ccccc2)n1)c1ccco1
 : -2, -2, -0.5, -3, 0.0, -2, 18, 7, -3
- Cc1cc(C)nc(SCc2nnc(SCC#N)n2-c2cccc(Cl)c2)n1
 : 4, -1, 3.7, 2, 0.0, -3, 32, -1, 0
- COCCN1C(=O)N[C@@H](c2cccc(F)c2)C(C(=O)OC)=C1C
 : -2, -5, -0.5, -7, 0.0, 0, 7, -1, 0
- COc1ccc(C2C(C#N)=C(N)N(N(C)C)C3=C2C(=O)CC(C)(C)C3)cc1 (stereo not given)
 : 4, 2, 0.9, -11, -0.1, -3, 7, -2, -3
- CCCCC(NC(=O)Cc1c(C)c2cc3c(C)c(C)oc3c(C)c2oc1=O)C(=O)O (stereo not given)
 : 2, 0, 0.2, 6, -0.2, 4, 2, -24, -3
- CC(=O)Nc1ccc(S(=O)(=O)NCc2nc(-c3ccccc3C)no2)cc1
 : 2, -1, -1.2, -4, -0.2, -1, -12, -2, -1
- COc1ccc(/C=C/C(=O)Nc2cccc(S(=O)(=O)NC3=NCCCCC3)c2)c(OC)c1
 : -15, nt, 0.1, nt, 0.2, 2, 15, 1, nt
- CC(C)NC(=O)CN1C(=O)c2ccccc2S1(=O)=O
 : -4, -3, 4.5, 2, -0.1, 0, 2, 4, -3
- CC1CN(c2ccccc2)NC1=O (stereo not given)
 : 9, -1, -2.2, -5, -0.3, -3, 12, -2, 3
- CCCC(=O)c1cc(F)c(N2CCOCC2)cc1C
 : 1, 1, 1.6, -3, 0.1, -1, 12, 5, 2
- Cc1ccc(-c2cc(C(=O)NCCCN3CCCC3)c3ccccc3n2)cc1C
 : -1, -4, -1.4, 8, 0.0, -3, -53, 4, 1
- Cc1ccccc1Oc1cc(NC(=O)Cn2cnc([N+](=O)[O-])c2)cc([N+](=O)[O-])c1
 : 10, 3, 4.7, -1, 0.0, 4, 5, 0, -2

Ten of these compounds, reformatted:
structure	LYPLA2 inh	CTSL1 counter	PP5 primary	HCV core dimer	Efflux pump inh	PP1 inh	PREPL inhibitor	GASC-1 inh	TPT1 inhibitor
Cc1cccc(-c2nc(CS(=O)CC(=O)N3CCCCC3)c(C)o2)c1 (stereo not given)	-2	-8	3.8	-3	0.1	1	1	-3	-1
CC1(C)CC(=O)C(Sc2ccccc2)=C(O)C1	3	-1	-1.5	-2	0.0	-1	1	?	-5
O=C(Nc1nc(-c2cccnc2)cs1)c1ccccc1[N+](=O)[O-]	-5	-1	-1.9	-1	0.1	4	-13	3	2
O=C(NCCc1csc(-c2ccccc2)n1)c1ccco1	-2	-2	-0.5	-3	0.0	-2	18	7	-3
Cc1cc(C)nc(SCc2nnc(SCC#N)n2-c2cccc(Cl)c2)n1	4	-1	3.7	2	0.0	-3	32	-1	0
COCCN1C(=O)N[C@@H](c2cccc(F)c2)C(C(=O)OC)=C1C	-2	-5	-0.5	-7	0.0	0	7	-1	0
COc1ccc(C2C(C#N)=C(N)N(N(C)C)C3=C2C(=O)CC(C)(C)C3)cc1 (stereo not given)	4	2	0.9	-11	-0.1	-3	7	-2	-3
CCCCC(NC(=O)Cc1c(C)c2cc3c(C)c(C)oc3c(C)c2oc1=O)C(=O)O (stereo not given)	2	0	0.2	6	-0.2	4	2	-24	-3
CC(=O)Nc1ccc(S(=O)(=O)NCc2nc(-c3ccccc3C)no2)cc1	2	-1	-1.2	-4	-0.2	-1	-12	-2	-1
COc1ccc(/C=C/C(=O)Nc2cccc(S(=O)(=O)NC3=NCCCCC3)c2)c(OC)c1	-15	nt	0.1	nt	0.2	2	15	1	nt

(cont.)
Value order – LYPLA2 inh, CTSL1 counter, PP5 primary, HCV core dimer, Efflux pump inh, PP1 inh, PREPL inhibitor, GASC-1 inh, TPT1 inhibitor
- Cc1nc2scc(C)n2c(=O)c1S(=O)(=O)Nc1ccc(N2CCN(S(C)(=O)=O)CC2)cc1
 : 9, -10, 1.1, 13, -0.1, 2, 7, 0, -7
- CCOC(=O)c1c(CSc2ccccc2)n(C)c2cc(Br)c(OCC(O)CNC(CO)(CO)CO)cc12 (stereo not given)
 : 7, 3, 6.5, -4, -0.2, 14, 3, -9, 1
- CCN(c1ccccc1)S(=O)(=O)c1ccc(OCc2c(C)noc2C)cc1
 : -3, -4, 1.6, 18, 0.3, 5, 9, 7, 0
- COc1ccccc1C(C)Nc1nc(-c2cccnc2)nc2ccccc12 (stereo not given)
 : -4, 4, 0.8, 16, -0.1, 6, -14, 2, 3
- Cc1cccc(C(=O)OCC(=O)N2CCCC2=O)c1[N+](=O)[O-]
 : 11, 0, -1.6, 0, -0.1, -5, 6, i, 0
- C=CCNC(=O)C1CC2Cn3c(nc4cc(C)c(C)cc43)C2N1C (stereo not given)
 : 1, -2, 0.4, -6, -0.1, -2, 5, nt, -2
- O=C1CCC[C@H]2c3[nH]c4ccccc4c3CCN12
 : 3, 4, 2.5, 2, -0.1, -6, 13, -7, -3
- COC(=O)c1ccc(C2/C(=C(/O)c3ccc(Cl)cc3)C(=O)C(=O)N2C2CCS(=O)(=O)C2)cc1 (stereo not given)
 : -1, 0, 0.5, 7, -0.1, 0, -11, -7, -3
- COc1cc(C)c(Cl)cc1S(=O)(=O)NCc1ccccn1
 : 4, -2, 6.0, 1, -0.2, -3, 3, 1, -3
- Cc1[nH]nc2c1C1(CCC(c3ccccc3)CC1)C(C#N)=C(N)O2 (stereo not given)
 : 4, 5, 4.2, 5, 0.1, -3, 4, 1, 2
- CCCc1cc(=O)n2[nH]c(Cc3ccccc3)nc2n1
 : -5, -1, -0.3, -2, -0.1, -1, 4, 3, 0
- CCOC(=O)c1ccc(NC(=S)N(CCCN2CCN(CC)CC2)Cc2cccs2)cc1
 : 5, -2, 0.9, -2, 0.7, -3, -5, -1, -1
- COC(=O)N/N=C/c1cn(CCCOc2ccccc2)c2ccccc12
 : 6, 4, 3.9, 0, -0.1, 0, 22, 9, -2

Assay outcomes (PubChem)

An excerpt. The share of hits here may be higher or lower than overall.
